# Source: PubChem BioAssay
# D2 potentiator: positive allosteric modulators of human D2 dopamine receptor | P14416 | HEK293 T-REx D2, calcium flux, EC20 dopamine potentiation | potentiation, % at 10 µM | 340,000 tested, 0.34% active | AID 485347;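 active means potentiation over 3 SD above the plate norm, cut at about 30% in these data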; further: 0% is about no effect
# Target sequence (P14416 whole entry, looked up): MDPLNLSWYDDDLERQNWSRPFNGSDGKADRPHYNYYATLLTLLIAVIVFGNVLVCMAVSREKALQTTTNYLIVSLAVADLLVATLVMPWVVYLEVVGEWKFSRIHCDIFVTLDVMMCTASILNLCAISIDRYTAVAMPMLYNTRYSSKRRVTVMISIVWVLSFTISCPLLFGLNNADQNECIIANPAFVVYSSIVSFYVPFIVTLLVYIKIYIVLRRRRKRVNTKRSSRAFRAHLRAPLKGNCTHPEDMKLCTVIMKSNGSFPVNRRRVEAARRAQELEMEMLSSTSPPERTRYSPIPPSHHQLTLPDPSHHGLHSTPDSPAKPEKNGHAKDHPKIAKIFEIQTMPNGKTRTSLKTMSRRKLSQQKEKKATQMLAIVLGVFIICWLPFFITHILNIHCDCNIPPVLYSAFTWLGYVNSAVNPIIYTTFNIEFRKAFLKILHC
#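 Calcium flux readout, no-wash dye, 1 read/s. Inducible HEK293 Trex D2 line, overnight 30 C. Compound alone 180 s (agonist flags), then EC20 dopamine, another 180 s to score potentiation.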
# D1 potentiator: enhances dopamine response at the human D1 receptor | P21728 | HEK293 TREx D1 cells, calcium flux, dopamine EC20 potentiation | potentiation, % at 10 µM | 360,000 tested, 0.036% active | AID 504651; in the data active means potentiation above about 30%; further: 0% is about no effect
# Target sequence (P21728 whole entry, looked up): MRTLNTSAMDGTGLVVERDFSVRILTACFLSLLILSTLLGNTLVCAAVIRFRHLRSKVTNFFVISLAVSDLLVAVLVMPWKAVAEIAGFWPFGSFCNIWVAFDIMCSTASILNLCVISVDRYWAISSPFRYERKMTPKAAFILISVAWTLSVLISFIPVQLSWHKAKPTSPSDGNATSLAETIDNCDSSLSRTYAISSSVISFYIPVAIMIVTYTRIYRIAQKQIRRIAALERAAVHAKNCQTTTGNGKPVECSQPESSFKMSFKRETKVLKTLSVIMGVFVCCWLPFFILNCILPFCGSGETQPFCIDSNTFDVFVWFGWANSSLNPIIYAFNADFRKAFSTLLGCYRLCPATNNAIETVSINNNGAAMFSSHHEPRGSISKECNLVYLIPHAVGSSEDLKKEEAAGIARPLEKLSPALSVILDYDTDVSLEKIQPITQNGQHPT
# D2 antagonist: D2 dopamine receptor (human) antagonism; P14416; HEK293 TREx D2 cells, calcium flux, dopamine EC80; inhibition, % at 10 µM; 340,000 tested, 2% active; in the data active means inhibition above about 30%; further: 0% is about no effect
#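 Calcium flux kinetic readout in an inducible HEK293 TREx D2 line plated overnight at 30 C. After 180 s compound exposure, an EC80 dopamine challenge follows with another 180 s kinetic read to detect antagonism.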
# RXFP1 antagonist: RXFP1 (human) relaxin receptor antagonism | Q9HBX9 | HEK293-RXFP1, relaxin-stimulated cAMP HTRF, 30 min; stronger effect = lower value | activity change, negative = inhibition, % at 57.5 µM | 350,000 tested, 0.59% active | AID 1259400;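 active means activity change of -60% or lower, but not beyond a set lower limit; inconclusive means change between -60% and -40%, or beyond the set limit; inactive means change above -40%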; further: on the % scale 0 is the no-effect control and ±100 the full control effect
# TRHR agonist: activates the human TRH receptor | TRHR cells, calcium flux fluo-8, FDSS agonist mode | P34981 | activation, % at 2 µM | 360,000 tested, 0.18% active; further: 0% is about no effect
#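 Read-out: compound-evoked intracellular calcium rise in TRHR cells, fluo-8 dye, kinetic FDSS fluorescence at 1 s/cycle following a 10-cycle baseline. Cells cultured overnight before dye loading (30 min–1.5 h, RT).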
# TRHR enhancer: TRH receptor (human) allosteric enhancement; P34981; TRHR cells, fluo-8 calcium fluorescence, EC20 TRH enhancement; AID 493056; enhancement, % at 2 µM; 360,000 tested, 0.66% active; in the data active means enhancement above about 30%; further: 0% is about no effect
#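 TRHR-expressing cells loaded with fluo-8 calcium dye were read kinetically (ex 480/em 530) during compound addition, then stimulated with an EC20 of TRH (10 nM final). Enhancement of the Gq-mediated intracellular calcium response was scored.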
# D1 antag: blocks dopamine activation of the human D1 receptor. activity change, negative = inhibition, % at 10 µM. HEK293 TREx D1 cells, calcium flux, dopamine EC80; stronger effect = lower value. P21728. 360,000 tested, 3.2% active. AID 504652; in the data active means activity change below about -30%; further: on the % scale 0 is the no-effect control and ±100 the full control effect
#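 Cells carrying a force-coupled, tetracycline-inducible human D1 receptor report calcium flux. Each well gets a 10 s baseline, compound with 180 s monitoring, then an EC80 dopamine stimulus with a second 180 s kinetic read.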
# D1 agonist: human D1 receptor agonism. activation, % at 2 µM. 360,000 tested, 1% active. HEK293 T-REx D1 cells, calcium flux, agonist mode; further: 0% is about no effect
#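 Agonism was scored from calcium flux recorded over 180 s (1 read/s) after pintool compound addition, following a 10-cycle baseline. Cells were inducible force-coupled HEK293 TREx D1, plated overnight at 30 C and loaded with no-wash calcium dye.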
# D2 ag: activates the human D2 dopamine receptor; activation, % at 2 µM; P14416; 340,000 tested, 0.53% active; HEK293 T-REx D2 cells, calcium flux agonist mode;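 active means activation over 3 SD above normal in the single-dose calcium agonist read, cut at about 30% in these data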; further: 0% is about no effect
#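 Tetracycline-induced HEK293 T-REx cells with force-coupled D2 receptor, plated overnight at 30 C, loaded with no-wash calcium dye. After a 10 s baseline, compound was pin-added and calcium flux read kinetically for 180 s; calcium rises flagged agonists.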
# Numbers without * were called inactive; ? = inconclusive; . = no result given; & = joins results of further samples. Unless noted, no stated cut-off is given here; in the data, active means activation above about 30%; inactive means the rest.
nr | molecule | D1 potentiator | TRHR enhancer | D2 ag | TRHR agonist | D2 antagonist
1 | COC(=O)c1ccccc1OP(=O)(c1cccc([N+](=O)[O-])c1)c1cccc([N+](=O)[O-])c1 | -2.0 | -8.9 | . | -0.4 | .
2 | CCCCCCn1c(=O)c(C(=O)Nc2ncccc2O)c(O)c2ccccc21 | -11.5 | 28.4 | 0.5 | 1.3 | 4.0
3 | Cc1ccc(/C=C2/Sc3ccc(C(=O)N4CCC5(CC4)OCCO5)cc3NC2=O)cc1 | -2.0 | 3.2 | 1.1 | 1.7 | -0.8
4 | COC(=NC1CCCCC1)C(O)c1c[nH]c2ccccc12 (configuration not stated) | -4.4 | -10.6 | -2.7 | -0.2 | -2.5
5 | O=c1[nH]c(=O)n(Cc2ccco2)c(O)c1/C=N/N1CCCCC1 | -5.0 | 15.3 | -0.3 | 0.0 | -0.5
6 | O=c1[nH]c(CN2CC=C(c3ccccc3)CC2)nc2scc(-c3ccccc3)c12 | 2.4 | 8.2 | 23.7 | 0.2 | -2.9
7 | CCOC(=O)Cn1cc(C(=O)c2ccccc2F)c2ccccc21 | -8.8 | -8.9 | 2.2 | 0.1 | 5.8
8 | C[C@@H]1O[C@@H](O[C@H]2C[C@@H](O)[C@]3(CO)[C@H]4[C@H](O)C[C@]5(C)[C@@H](C6COC(=O)C6)CC[C@]5(O)[C@@H]4CC[C@]3(O)C2)[C@H](O)[C@H](O)[C@H]1O (some centres not stated) | -1.9 | -8.4 | 15.4 | -1.6 | -9.9
9 | N#Cc1cc2c(nc1SCC(=O)Nc1ccc(Cl)c(C(F)(F)F)c1)C1CCN2CC1 | -3.8 | -6.2 | 0.6 | -0.5 | .
10 | Cc1ccc(-n2c(O)c(C=NCC3CCCO3)c(=O)[nH]c2=O)c(C)c1 (configuration not stated) | 0.4 | -0.8 | 0.3 | -0.7 | -4.8
11 | CNC(=O)Oc1cccc(-c2cn3cc(OC(=O)NC)ccc3n2)c1 | -7.0 | 11.4 | 0.9 | 0.6 | -11.1
12 | CN1CCN(Cc2cn(C)c3ccccc23)CC1CCO (configuration not stated) | -2.6 | -4.3 | 0.1 | 0.2 | 1.8

nr | D1 agonist | RXFP1 antagonist | D2 potentiator | D1 antag
1 | -0.3 | 12.9 | . | 9.8
2 | 0.1 | 2.4 | 2.0 | 3.9
3 | 3.2 | -3.2 | 7.8 | 9.0
4 | -1.0 | -5.9 | -7.2 | -5.7
5 | 2.8 | 17.0 | -4.0 | -6.5
6 | 2.0 | -2.5 | 1.3 | 4.7
7 | 8.7 | -3.8 | 2.7 | 5.1
8 | 0.9 | . | 8.7 | -20.9
9 | 4.4 | 1.0 | 18.2 | -10.8
10 | 2.6 | -10.8 | 9.3 | -7.2
11 | 5.5 | 0.7 | -3.0 | -1.7
12 | 3.3 | 7.1 | 2.3 | 12.1

# (listing goes on)
nr | molecule | D1 potentiator | TRHR enhancer | D2 ag | TRHR agonist | D2 antagonist
13 | CCCCn1c(N)c(C(=O)NCc2cccs2)c2nc3ccccc3nc21 | 2.5 | 2.4 | -0.2 | 0.2 | -9.9
14 | CC1SC2(CN3CCC2CC3)NC1=O (configuration not stated) | -4.8 | -2.1 | 0.2 | 1.2 | 6.8
15 | COc1ccc(C2CN(C)CC2C(=O)c2ccc(C)cc2)cc1Cl (configuration not stated) | -5.7 | 5.5 | -3.1 | 0.9 | 24.7
16 | CCc1ccc(N2C(=O)CC(=O)NC2=O)cc1 | -3.5 | 5.4 | 1.8 | 0.1 | 8.1
17 | O=C1Nc2ccccc2C1Cc1nc2ccccc2c(=O)n1-c1ccccc1 (configuration not stated) | 3.0 | 14.2 | -0.3 | -0.2 | -8.6
18 | COc1cccc(-n2c(/C=C\c3ccc(Cl)cc3)nc3ccccc3c2=O)c1 | 0.2 | 7.3 | 0.8 | 0.8 | .
19 | C/C(=N\N1CCN(C)CC1)c1c(O)n(Cc2ccccc2)c(=O)[nH]c1=O | -8.8 | 0.4 | -0.5 | -1.1 | -3.9
20 | CC(=O)OC1C2CCC1C(N1CCCCC1)CC2 (configuration not stated) | -1.8 | -1.5 | 0.2 | -0.2 | -7.7
21 | Cc1c(C(c2ccc(Cl)cc2Cl)c2c(O)c3ccccc3oc2=O)c(=O)n(-c2ccccc2)n1C (configuration not stated) | 0.9&0.8 | -3.0&-0.6 | -0.2 | 0.4&0.4 | -4.1
22 | CC1CN(O)C2CCc3c(no[n+]3[O-])C12O (configuration not stated) | -4.8 | 2.5 | 0.4 | 0.2 | -20.7
23 | O=C1NC(=O)N(CCC2=CCCCC2)C(=O)/C1=C/c1cccs1 | 0.8 | 1.4 | . | 0.5 | .
24 | O=c1c2ccccc2nc(N2CCCC2)n1-c1ccc(Cl)cc1 | 1.1 | 1.5 | 1.4 | 1.2 | -10.0

nr | D1 agonist | RXFP1 antagonist | D2 potentiator | D1 antag
13 | 2.8 | 1.3 | -2.3 | 8.6
14 | 2.4 | 5.6 | 8.8 | 1.2
15 | 8.4 | -9.1 | -17.6 | 5.5
16 | -0.9 | 8.2 | 16.1 | 3.1
17 | 1.1 | 11.5 | 15.2 | -12.7
18 | 2.2 | -1.6 | 0.1 | 0.6
19 | 1.7 | 21.4 | -5.8 | 8.9
20 | 2.5 | -0.8 | . | -14.0
21 | 0.2&1.2 | -8.9&-20.8 | -1.0&10.3 | 4.0&-3.7
22 | 0.7 | -7.3 | -12.5 | 1.5
23 | 2.4 | -36.7 | 9.9 | 5.4
24 | 0.1 | 2.2 | 14.4 | 8.2

# Continuation.
nr | molecule | D1 potentiator | TRHR enhancer | D2 ag | TRHR agonist | D2 antagonist
25 | CCC12CN3CC(CC)(CN(C1)C3c1ccccn1)C2=O (configuration not stated) | -1.4 | 1.6 | 0.7 | 1.5 | .
26 | C#CCN1C(=O)C2(C(C#N)=C(N)OC(C)=C2C(=O)OCc2ccccc2)c2ccccc21 (configuration not stated) | 1.2 | -3.5 | 0.4 | -1.1 | -1.3
27 | O=C1NC(=O)C(=Cc2csc3ccccc23)C(=O)N1 | -5.5 | -4.5 | -0.5 | 0.7 | 17.5
28 | COc1cccc(C(=O)C2CCCN(Cc3ccon3)C2)c1 (configuration not stated) | -0.2 | 2.2 | 0.3 | 0.9 | -3.2
29 | COc1ccc2c(c1)/C(=C/c1cnc[nH]1)C(=O)N2 | -2.1 | 15.8 | -1.0 | 0.2 | -19.2
30 | CCOC(=O)c1ccc(NC(=O)c2cccn(Cc3ccc(C)cc3)c2=O)cc1 | -2.2 | -7.7 | -0.3 | 0.5 | .
31 | COc1ccc(NP(=O)(Nc2ccc(OC)cc2)Oc2ccccc2)cc1 | 10.3 | 2.6 | 0.8 | 0.1 | 6.1
32 | CCN(CC)S(=O)(=O)c1cc(NC(=O)C(C)N2CC=C(c3ccccc3)CC2)ccc1C (configuration not stated) | -5.2 | -5.6 | 44.3* | -0.9 | 13.9
33 | CCCCCCN=C(CC)c1c(O)n(CCCC)c(=O)[nH]c1=O | 0.5 | -0.3 | -0.8 | 0.6 | -16.4
34 | COc1ccc(N2CCN(CCc3ccncc3)CC2)cc1 | 1.6 | -1.3 | 2.6 | 0.7 | -21.5
35 | Cc1ccccc1CS(=O)(=O)Cc1ccc(C(=O)N2CCC3(CC2)OCCO3)o1 | 1.0 | 0.4 | -1.6 | 1.7 | 9.0
36 | CCOc1cc2c(cc1OCC)-n1cccc1C(c1ccc(OC)c(OC)c1)NC2 (configuration not stated) | -10.2 | -1.0 | 0.6 | 0.6 | 9.1

nr | D1 agonist | RXFP1 antagonist | D2 potentiator | D1 antag
25 | -1.5 | -3.8 | -1.2 | -0.5
26 | 3.4 | 6.0 | 1.0 | -18.8
27 | 1.2 | 9.0 | 6.9 | -7.0
28 | 1.0 | -28.2 | -15.6 | -15.5
29 | 0.6 | . | 7.7 | -34.1*
30 | 10.4 | . | 3.2 | .
31 | 0.3 | . | 10.8 | -14.8
32 | 3.5 | -6.2 | -25.8 | -0.6
33 | 9.7 | 4.9 | 20.2 | -4.0
34 | 3.0 | 15.3 | . | 6.1
35 | -0.7 | -9.5 | -2.9 | -1.4
36 | 21.7 | -15.4 | -4.2 | -5.2

# More results:
nr | molecule | D1 potentiator | TRHR enhancer | D2 ag | TRHR agonist | D2 antagonist
37 | O=C(COc1ccccc1)N1CCN(CC2CC=CCC2)CC1 (configuration not stated) | . | 12.0 | -1.7 | -0.1 | 26.4
38 | Cc1cc(OC(C)C(=O)NCc2ccncc2)c2c3c(c(=O)oc2c1)CCC3 (configuration not stated) | -2.1 | 0.8 | 0.0 | -1.0 | 17.8
39 | O=C(Cc1ccc(Cl)cc1)NCCN1CCN(C(=O)Cc2ccc(Cl)cc2)CC1 | 4.3 | -1.4 | 1.5 | 0.2 | -18.1
40 | C[C@@]1(CO)[C@H](O)CC[C@@]2(C)[C@H]1CC[C@H]1C[C@@H]3C[C@@]12CC[C@]3(O)CO | -6.2 | 2.5 | 1.8 | 0.3 | 20.0
41 | c1ccc2c3c([nH]c2c1)CNCC3 | 0.6 | -3.1 | 25.3 | 0.4 | 10.7
42 | CC(=O)c1ccc2c(c1)C1C(Cl)C(Sc3ccccc3[N+](=O)[O-])CC1C(c1ccccc1[N+](=O)[O-])N2 (configuration not stated) | -4.1 | 26.6 | -0.1 | 0.0 | -16.0
43 | Cc1cc(NCCN)nc2ccccc12 | -4.2 | -1.0 | 2.6 | 0.6 | 57.8*
44 | CN(C)CC1Oc2ccccc2OC1(O)c1ccccc1 (configuration not stated) | -4.1 | -1.0 | 5.3 | 3.3 | -10.6
45 | C=C(C)Cn1c(=O)n(CC2CS2)c2ccccc21 (configuration not stated) | -5.8 | 1.4 | -0.2 | -1.3 | -5.6
46 | CC(C)c1ccc(NC(=O)CSc2nnc(OC(=O)N(C)C)n2C2CC2)cc1 | 2.5 | -3.6 | 0.6 | -0.8 | -9.4
47 | Cc1ccccc1OCC(=O)N1CCN(CCc2ccccn2)CC1 | 1.2 | 0.5 | 1.3 | -0.7 | .
48 | COc1ccccc1N=Cc1c(O)n(C)c(=O)n(C)c1=O | 0.1 | -1.1 | 0.2 | -0.5 | 34.9*
49 | COc1ccccc1N1CCN(Cc2ccc(Br)cc2)CC1 | 9.2 | -3.3 | 0.1 | -0.3 | 93.7*
50 | O=C1C2CCCN2C(c2cccc(Cl)c2)N1c1ccccn1 (configuration not stated) | 3.3 | 2.4 | -1.5 | -1.0 | -10.1
51 | C(#CCN1CCOCC1)COCc1ccccc1 | 1.0 | -3.4 | . | 0.5 | .

nr | D1 agonist | RXFP1 antagonist | D2 potentiator | D1 antag
37 | 3.0 | -3.5 | -19.7 | -2.0
38 | 1.8 | 8.3 | -8.2 | -2.7
39 | 6.8 | 0.6 | 0.7 | 10.7
40 | 2.0 | . | -3.8 | -26.9
41 | 5.3 | . | 12.3 | 10.8
42 | 4.1 | -26.8 | 2.1 | -4.1
43 | 1.2 | -4.2 | -20.9 | 17.5
44 | 1.9 | ? | 9.7 | -24.8
45 | -0.6 | 6.7 | 0.5 | 11.2
46 | -0.2 | 0.3 | -6.9 | 10.3
47 | -1.4 | 0.1 | -11.5 | 4.4
48 | 2.2 | -2.5 | -0.3 | -35.4*
49 | 1.9 | -16.5 | -20.9 | -29.0
50 | 0.9 | -7.8 | 0.4 | 5.4
51 | -0.2 | 5.9 | . | 3.0

# Not all compounds are listed, so the mix of outcomes need not match the whole.
